HIF act = HIF pathway transcriptional activation; actives 0.32% (n = 300,000); U2OS HRE-luciferase reporter, luminescence; normalized: DMSO 0%, desferrioxamine 100%; activation, % at 7.5 µM (by protocol); AID 1910;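 active = mean activation of at least 10% of the iron chelator positive control signal, with at least half of replicates also reaching 10%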
aSyn 5UTR inh = 5' untranslated region of α-synuclein, MLPCN primary screen; alpha-synuclein 5'UTR reporter, inhibitor activity; inhibition, % (tested at 7.5 µM); actives 0.82% (n = 300,000); in the data active = inhibition above about 60%;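 also: H4 neuroglioblastoma cells stably carrying SNCA 5'UTR luciferase fusion; 0% = DMSO wells and 100% = positive control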
SKKanGAS inh = SKKanGAS growth inhibition. S. pyogenes SKKanGAS, kanamycin growth, BacTiter-Glo, 6 h. AID 1662. inhibition, % at 7.5 µM. actives 1.3% (n = 300,000);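 active = mean replicate score, as percent of positive control median, at least 50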;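 also: strain carries kanamycin resistance gene driven by streptokinase promoter and grows in 40 µg/ml kanamycin; loss of luminescence reflects streptokinase promoter inhibition or plain growth inhibition; 0% = median of DMSO wells and 100% = positive control at its reference dose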
TRPC6 inhibitor = blocks the mouse TRPC6 cation channel; actives 1.1% (n = 310,000); B-score at 10 µM; HEK293-TRPC6, membrane potential dye, ACh-evoked depolarization; hits give low values; Q61143;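 active = B-score under library mean minus 3 SD, initial fluorescence not abnormally high, positive integrated signal ratio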;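 also: B-score derived from integrated fluorescence ratio over the kinetic read; more negative B-score means stronger inhibition of depolarization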
MrgX1 antagonist = human MrgX1 receptor antagonism, primary screen; Q96LB2; MRGX1-HEK293 calcium flux, Fluo-4, BAM8-22 antagonism; hits give low values; B-score at 10 µM; actives 1.3% (n = 310,000);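 active = calcium-response B-score plate-corrected more than 3 library SD below zero, starting fluorescence within 5 deviations, no agonist response on first addition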;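 also: peak minus trough fluorescence over baseline after final BAM8-22 challenge near maximal dose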
Target sequence (Q96LB2 whole entry, looked up): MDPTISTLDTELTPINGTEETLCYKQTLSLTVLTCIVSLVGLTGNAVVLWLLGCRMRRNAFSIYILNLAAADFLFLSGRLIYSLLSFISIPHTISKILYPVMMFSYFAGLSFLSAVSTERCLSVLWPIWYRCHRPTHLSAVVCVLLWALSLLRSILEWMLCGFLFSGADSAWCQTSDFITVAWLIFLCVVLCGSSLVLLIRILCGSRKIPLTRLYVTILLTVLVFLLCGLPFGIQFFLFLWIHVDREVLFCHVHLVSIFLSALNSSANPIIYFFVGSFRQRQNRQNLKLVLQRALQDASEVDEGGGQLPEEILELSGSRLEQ
IEC-6 cytotox = kills IEC-6 intestinal cells in KLF5 counter-screen; IEC-6 cytotoxicity, luminescence viability; inhibition, % at 5 µM; actives 0.78% (n = 290,000); AID 1825; in the data active = inhibition above about 22%;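 also: 0% = plate median of test compound wells and 100% = cytotoxic reference compound wells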
TRPC4 agonist = activators of mouse TRPC4 channel | HEK293 TRPC4beta/mu-opioid, Fluo4 calcium fluorescence; hits give high values | Q9QUQ5 | actives 0.49% (n = 310,000) | B-score at 10 µM;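 active = B-score above 5 SD of library B-scores, and initial fluorescence ratio not above library mean plus 5 SD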;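 also: positive B-score marks a calcium rise read as TRPC4 activation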
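System – HEK293 cells stably co-expressing mouse TRPC4beta and mu-opioid receptor · Signal – Fluo4 calcium-sensitive dye fluorescence, kinetic, 1 Hz baseline · Benchmarks – buffer (low) and maximal DAMGO (high) · Read-out – B score of integrated fluorescence ratio per well · Incubation – dye loading 45 min room temperature, 110 s kinetic read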
TRPC4 potent = allosteric potentiators of mouse TRPC4 channel; Q9QUQ5; HEK293 TRPC4beta/mu-opioid, DAMGO EC20, Fluo-4 Ca2+ flux; hits give high values; B-score at 10 µM; actives 0.42% (n = 310,000);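 active = B-score of calcium response area above 5 SD of library B-scores, with initial fluorescence ratio within 5 SD of library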;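 also: B-score of integrated fluorescence ratio over time as area under calcium response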
TRPC6 act = mouse TRPC6 channel activation; AID 2550; Q61143; B-score at 10 µM; HEK293-TRPC6 membrane potential dye fluorescence; hits give high values; actives 0.13% (n = 310,000);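 active = B-score of the integrated fluorescence ratio above library mean plus 3 SD, and starting fluorescence ratio within library mean plus 5 SD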;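 also: higher score means more depolarization so channel activation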
KLF5 inh = suppresses KLF5 promoter-driven expression | DLD-1 KLF5 promoter-luciferase reporter, luminescence | actives 0.23% (n = 290,000) | inhibition, % at 5 µM;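 active = inhibition above a per-plate limit of that plate's mean compound inhibition plus 3 SD, cut at about 60% in these data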;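 also: 0% = DMSO wells and 100% = LY294002 at 200 µM; higher means less KLF5 promoter-driven luciferase light; inactives centre near -14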
TRPC4 inh = TRPC4 (mouse) channel inhibition; Q9QUQ5; HEK293 TRPC4beta/mu-opioid, DAMGO-evoked Fluo4 calcium flux; hits give low values; actives 0.39% (n = 300,000); AID 2247; B-score at 10 µM;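 active = B-score over 3 SD under the library average, no early fluorescence shift, positive overall ratio signal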
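Signal: kinetic Fluo4 fluorescence imaging of calcium influx. Material: stable TRPC4beta/mu-opioid receptor HEK293 cells. Probe or stimulus: DAMGO in two steps, submaximal then maximal.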
An asterisk follows results filed as active; i = inactive; / = no result given.

entry	mol	HIF act	aSyn 5UTR inh	SKKanGAS inh	TRPC6 inhibitor	MrgX1 antagonist	IEC-6 cytotox	TRPC4 agonist	TRPC4 potent	TRPC6 act	KLF5 inh	TRPC4 inh
1	COc1ccc([N+](=O)[O-])cc1NC(=O)Nc1ccccc1	-0.5	20	6	i	i	0	i	i	i	-10	i
2	Cc1ccccc1C(=O)Nc1nnc(-c2ccco2)s1	-0.8	65*	-5	i	i	-2	i	i	i	-137	i
3	Cn1c(=O)c(=O)n(C)c2cc(S(=O)(=O)N3CCCC3C(=O)NCc3cccs3)ccc21 (stereo unspecified)	-0.2	14	8	i	i	-2	i	i	i	-24	i
4	CCCN1C(=O)C(O)(C2COC(C)(C)CC2=O)c2ccccc21 (stereo unspecified)	-0.1	-5	2	i	i	1	i	i	i	-51	i
5	O=C(O)CC/C(=N\NC(=O)CNC(=O)c1cccc(Cl)c1)c1ccccc1	-0.2	-1	3	i	i	-2	i	i	i	-17	i
6	CCc1cccc(OCC(=O)Nc2c[nH]c(=O)[nH]c2=O)c1	-0.5	38	9	i	i	4	i	i	i	5	i
7	O=S(=O)(CC12C3C4C5C1C2C(Br)(C43)C51OCCO1)c1ccccc1 (stereo unspecified)	-1.2	10	0	i	i	-2	i	i	i	-32	i
8	C[C@@H](C(=O)OCn1nnc2ccccc2c1=O)N1C(=O)C2CCCCC2C1=O (stereo partly specified)	-0.7	2	-8	i	i	-8	i	i	i	-5	i
9	C/C(=N\OC(=O)c1ccc(Br)cc1)c1ccccn1	0.1	4	-6	i	i	-1	i	i	i	8	i
10	COc1ccc(CNC(=O)C(NS(=O)(=O)c2cccc3nsnc23)C(C)C)cc1 (stereo unspecified)	-0.3	-14	-6	i	i	-5	i	i	i	-27	i
11	Cc1cc(Br)ccc1N=C1NC(=O)CS1	-2.2	8	0	i	i	7	i	i	i	-22	i
12	CCOC(=O)Cn1c(=O)oc2cc(S(=O)(=O)Nc3cc(Cl)ccc3OC)ccc21	0.0	8	-1	i	i	-4	i	i	i	-28	i
13	COc1ccccc1N1CCN(C(=O)c2c(-c3c(F)cccc3Cl)noc2C)CC1	0.6	13	-5	i	/	-2	i	i	i	-9	i
14	CCCCN(CC)CCCNC(=S)Nc1ccc2nc(N3CCN(CC)CC3)cc(C)c2c1	-0.5	-56	4	i	i	4	71*	i	i	-2	i
15	CCC(=O)c1coc2ccc(O)cc12	1.0	-47	-3	i	i	10	i	i	i	-20	i
16	c1ccc(CCn2nnc3ccccc32)cc1	1.8	-138	6	i	i	-5	i	i	i	-56	i
17	CCS(=O)(=O)N1CCN(C2CCC(C)CC2)CC1 (stereo unspecified)	-0.1	18	-7	i	i	-8	i	i	i	3	i
18	O=C(CCC(=O)N1CCOc2ccc(Cl)cc21)NCCCN1CCN(Cc2ccccc2)CC1	-0.2	-2	-8	i	i	-12	i	i	i	-20	i
19	NS(=O)(=O)c1ccc(CCNc2nc(C(F)(F)F)nc3ccccc23)cc1	-3.5	42	9	i	i	14	i	i	i	12	i
20	CCCn1c(SCC(=O)NCc2ccc(F)cc2)n[nH]c1=O	-0.2	3	-9	i	i	2	i	i	i	-2	i
21	COc1cc(/C=C2/C(=O)ON=C2c2ccccc2)ccc1O	/	12	5	i	i	-6	i	i	i	-19	i
22	O=C(c1cc(-c2ccncc2)nc2ccccc12)N1CCN(c2ccccc2O)CC1	-0.4	12	14	i	i	-4	i	i	i	-5	i
23	O=C(c1ccc(N2CCOCC2)c([N+](=O)[O-])c1)N1CCCCC1	0.0	-10	2	i	i	-1	i	i	i	-26	i
24	CC1CCCC(C)N1NC(=S)Nc1ccc(OC(F)F)cc1 (stereo unspecified)	-0.3	-5	-2	i	i	5	i	i	i	4	i
25	COc1ccc(OC)c(/C=N\NC(=O)CC(=O)NCCc2ccccc2)c1	-1.0	-19	-5	i	i	5	i	i	i	-38	i
26	COc1cc(/C=C2\SC(=S)N(Nc3ncc(C(F)(F)F)cc3Cl)C2=O)cc(OC)c1OC	-0.5	-40	5	i	i	4	i	i	i	-8	i
27	COc1ccc(C(=O)Nc2cccc(OC(=O)c3ccc(C)c(C)c3)c2)cc1	3.2	-34	6	i	i	-2	i	i	i	3	i
28	CCOC(=O)/C(C#N)=C/c1cc2ccc(C)cc2nc1Cl	0.3	-30	6	i	i	-1	i	i	i	-43	i
29	Cc1cccc(-c2nc(CN3CCCC(C(=O)NC4CCCCC4)C3)c(C)o2)c1 (stereo unspecified)	-0.9	30	16	i	i	4	i	i	i	2	i
30	Cc1cc(OCC(=O)N2CCC(C(N)=O)CC2)c2c(C)cc(=O)oc2c1	-0.1	23	-2	i	i	1	i	i	i	-19	i
31	Cn1c(C(=O)NCCCN2CCN(c3ccccc3F)CC2)cc2c(=O)[nH]c3ccccc3c21	-0.8	19	0	i	i	4	i	i	i	-12	i
32	O=C(Nc1cccc(NC(=O)c2ccc(Br)o2)c1)c1ccccc1	1.7	-12	0	i	/	2	i	i	i	2	i
33	CCC1CN(C(=O)Nc2cccc(C)c2)c2cc(C)ccc2O1 (stereo unspecified)	-0.7	-7	-4	i	i	-3	i	i	i	-15	i
34	COc1ccc(NC(=O)C2C3C=CC4(O3)C2C(=O)N(CCN2CCCCC2)C4C(=O)NC2CCCC(C)C2C)cc1 (stereo unspecified)	-0.1	-21	-6	i	i	7	i	i	i	-45	i
35	COc1ccccc1NC(=O)c1c(N=Cc2c(O)ccc3ccccc23)cnn1C	1.7	-44	-10	i	i	2	i	i	i	-30	i
36	COc1ccc(CCNC(=O)c2c([S-])n(-c3ccc(C)cc3)c3cccc[n+]23)cc1	-0.1	-19	9	i	i	-4	i	i	i	-11	i
37	Cc1cc(OCC(=O)NC(C)(C)C)ccc1Cl	1.7	-93	25	i	i	-2	i	i	i	-35	i
38	CC(=O)N1CCN(c2ccccc2NC(=O)c2cccc3c(Cl)cccc23)CC1	3.3	2	0	i	i	-1	i	i	i	-24	i
39	O=C(/C=C/c1cccs1)N1CCCCC1	1.4	-92	16	i	i	-6	i	i	i	-31	i
40	CCn1c(=O)c(C(=O)NCCCO)c(O)c2ccccc21	-0.3	3	7	i	i	10	i	i	i	-11	i
41	COc1ccc(NC(=O)c2cc(S(=O)(=O)N3CCCC3)c[nH]2)cc1	-0.3	6	-3	i	i	-5	i	i	i	-50	i
42	CCc1nnc(NC(=S)Nc2ccccc2)s1	1.4	-124	-3	i	i	-1	i	i	i	-101	i
43	COc1cccc(/C=N/NC(=O)CNC(=O)c2cccnc2)c1O	-0.7	-1	4	i	i	-4	i	i	i	-10	i
44	Cc1cc(OCC(=O)Nc2ccc(S(=O)(=O)N3CCN(C)CC3)cc2)ccc1Cl	-15	23	0	i	i	0	i	i	i	-16	i
45	Cc1nc(CSc2n[nH]c(=O)n2-c2ccccc2)cs1	-0.5	0	-2	i	i	3	i	i	i	-1	i
46	CCOc1cc(Br)cc(/C=N/NC(=O)c2cccnc2)c1O	9.3	13	55*	i	i	-1	i	i	i	100*	i
47	O=c1c(Cc2c(F)cccc2Cl)c(O)ccn1Cc1ccc(F)cc1	-0.1	44	16	i	i	-2	i	i	i	-29	i
48	CCS(=O)(=O)N1CCC(C(=O)N2CCN(c3ccccc3)CC2)CC1	/	23	-1	i	i	-9	i	i	i	-11	i
49	Cc1nc(SCC(=O)NC2CCCC2)[nH]c(=O)c1C	-0.5	-10	1	i	i	5	i	i	i	-17	i
50	Cc1[nH][nH]c(=O)c1N=Nc1ccc(F)cc1	0.2	-6	-2	i	i	0	i	i	i	-19	i

Ordered by count of non-hydrogen atoms (lowest first): part of the list above.
entry	mol	HIF act	aSyn 5UTR inh	SKKanGAS inh	TRPC6 inhibitor	MrgX1 antagonist	IEC-6 cytotox	TRPC4 agonist	TRPC4 potent	TRPC6 act	KLF5 inh	TRPC4 inh
42	CCc1nnc(NC(=S)Nc2ccccc2)s1	1.4	-124	-3	i	i	-1	i	i	i	-101	i
45	Cc1nc(CSc2n[nH]c(=O)n2-c2ccccc2)cs1	-0.5	0	-2	i	i	3	i	i	i	-1	i
46	CCOc1cc(Br)cc(/C=N/NC(=O)c2cccnc2)c1O	9.3	13	55*	i	i	-1	i	i	i	100*	i
48	CCS(=O)(=O)N1CCC(C(=O)N2CCN(c3ccccc3)CC2)CC1	/	23	-1	i	i	-9	i	i	i	-11	i

Going on with the list:
entry	mol	HIF act	aSyn 5UTR inh	SKKanGAS inh	TRPC6 inhibitor	MrgX1 antagonist	IEC-6 cytotox	TRPC4 agonist	TRPC4 potent	TRPC6 act	KLF5 inh	TRPC4 inh
51	CC(C)C(=O)n1nc(-c2cccnc2)nc1NCc1cccs1	-0.6	-10	-5	i	i	3	i	i	i	-15	i
52	CC(=O)Nc1cccc(OCCCNS(=O)(=O)c2ccc(C#N)cc2)c1	0.0	11	-6	i	i	-7	i	i	i	-12	i
53	COc1ccccc1N1CCN(c2nc(-c3ccccc3)cc(C(F)(F)F)n2)CC1	0.1	2	3	i	i	-1	i	i	i	6	i
54	Nc1ncnc(SCc2c(F)cccc2Cl)n1	-0.4	6	-6	i	i	2	i	i	i	-33	i
55	COc1ccc(-n2c3c(c(=O)[nH]c2=O)C(NC(=O)c2ccncc2)(C(F)(F)F)C(=O)N3)cc1 (stereo unspecified)	0.7	-10	-17	i	i	2	i	i	i	-10	i
56	C/C(=N/NC(=O)c1cccc(C)c1)c1c(O)cc(C)oc1=O	0.8	-26	-1	i	i	-1	i	i	i	-4	i
57	CCC(C)N1C(=O)S/C(=C/c2ccc(N3CCOCC3)cc2C)C1=O (stereo unspecified)	1.2	-167	7	i	i	-15	i	i	i	-114	i
58	CC(=O)N1c2ccc(S(=O)(=O)NCCC(=O)N(C)Cc3ccccc3)cc2CC1C (stereo unspecified)	/	2	-1	i	i	4	i	i	i	-12	i
59	CCn1c(=O)cc(SCC(=O)NCc2ccccn2)c2ccccc21	-0.4	-43	-1	i	i	3	i	i	i	2	i
60	COC(=O)Nc1ccc2ncn(C)c(=O)c2c1	-0.2	5	-5	i	i	-7	i	i	i	-23	i
61	Cc1ccc(S(=O)(=O)N2CCN(c3nc4ccccc4nc3-n3nc(C)cc3C)CC2)cc1	-0.5	20	17	i	i	4	i	i	i	-41	i
62	Cc1cc(C)cc(NC(=O)CSc2ccc(-c3ccco3)nn2)c1	1.6	13	-1	i	i	-1	i	i	i	-18	i
63	Cc1cc2nc(C)c(Cl)c(=O)n2[nH]1	-0.9	4	-1	i	i	2	i	i	i	-11	i

Bioassay records (PubChem BioAssay)
